# PTHR1 agonist: activates the human parathyroid hormone receptor PTHR1; AID 743266; 0.075% of 410,000 active; HEK293 GP2 PTHR1 cells, GloSensor cAMP luminescence, 1 h; Potency, µM (series often up to 115 µM), for inactives: top-dose activation, usual class: activators; active = well fitted activation curve with a large enough effect; inconclusive = small, poorly fitted or top-dose-only effect, or another doubt; inactive = no such curve, though single readings can be large or run the other way; note: potency is the fitted concentration of half-maximal effect; nearly all actives have a fitted effect of over 55% in size; some results filed as inactive show a strong effect at the top dose; inactives centre near -15; many of its hits are not listed in these tables
# Target sequence (Q03431 whole entry, looked up): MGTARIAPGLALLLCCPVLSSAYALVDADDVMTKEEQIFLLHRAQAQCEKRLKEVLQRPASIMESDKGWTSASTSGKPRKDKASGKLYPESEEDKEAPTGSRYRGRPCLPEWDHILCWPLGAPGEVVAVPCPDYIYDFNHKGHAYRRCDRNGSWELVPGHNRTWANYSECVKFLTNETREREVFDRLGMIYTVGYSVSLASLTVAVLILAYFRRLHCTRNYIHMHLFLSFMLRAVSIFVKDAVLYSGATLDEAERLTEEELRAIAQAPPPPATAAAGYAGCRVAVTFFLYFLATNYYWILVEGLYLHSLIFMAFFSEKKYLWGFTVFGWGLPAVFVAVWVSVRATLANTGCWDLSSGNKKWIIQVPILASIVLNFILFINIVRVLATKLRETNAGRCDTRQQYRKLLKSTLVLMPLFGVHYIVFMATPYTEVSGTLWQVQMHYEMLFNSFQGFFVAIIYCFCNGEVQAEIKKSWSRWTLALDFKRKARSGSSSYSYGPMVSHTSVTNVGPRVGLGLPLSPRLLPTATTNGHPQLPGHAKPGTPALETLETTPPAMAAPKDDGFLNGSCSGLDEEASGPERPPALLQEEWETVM
#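 HEK-293-derived GP2 cells expressing PTHR1 and a GloSensor cAMP reporter, 3,000/well, plated overnight, given luciferin plus IBMX (each 0.5 mM as added) for 1 h at 37 °C, then compound for 1 h at 37 °C. Luminescence was read after 15 min at room temperature.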
# D3 ag: activates the human D3 dopamine receptor; D3R DiscoveRx beta-arrestin cells, luminescence, 90 min; AID 652048; 0.58% of 410,000 active; P35462; max activation, %; in the data active = max activation above about 30%; note: 0% is about no effect; mostly tested at two doses, the higher about 12 µM
# Target sequence (P35462 whole entry, looked up): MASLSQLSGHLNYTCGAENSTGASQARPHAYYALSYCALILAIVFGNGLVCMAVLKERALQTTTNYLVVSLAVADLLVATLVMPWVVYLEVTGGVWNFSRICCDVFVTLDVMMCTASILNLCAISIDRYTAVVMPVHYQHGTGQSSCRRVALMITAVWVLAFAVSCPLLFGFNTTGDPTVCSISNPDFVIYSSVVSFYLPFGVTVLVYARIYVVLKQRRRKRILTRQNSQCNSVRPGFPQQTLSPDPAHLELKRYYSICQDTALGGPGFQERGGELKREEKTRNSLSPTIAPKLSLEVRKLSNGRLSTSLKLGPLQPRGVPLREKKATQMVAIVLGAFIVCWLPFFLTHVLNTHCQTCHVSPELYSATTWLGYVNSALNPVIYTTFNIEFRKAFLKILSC
#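 Agonist-mode cell screen: cells plated at 1500/well and incubated overnight at 37 °C, then exposed to library compounds for 90 min at 37 °C. Detection reagent was added for 30–60 min at room temperature, and luminescence was read.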
# * hit, by the source's call; i = inactive; ? = inconclusive; [ ] = remark or other dose.
# The line under a structure holds: PTHR1 agonist, D3 ag
> Cc1cc(C)c(/C=C/c2onc(C)c2S(=O)(=O)N2CCC(C(=O)N3CCN(c4ccc(Cl)cc4)CC3)CC2)c(C)c1
  i, 4
> Cc1cc(C)c(Cn2c3ccccc3c3cnn(CC(=O)NCCc4ccccc4)c(=O)c32)c(C)c1
  -11%, -17
> CC1(C)CC(=O)c2c(oc3c(Cl)cc(NS(=O)(=O)c4ccc(Br)cc4)cc23)C1
  i, 3
> Cc1ccc(NC(=O)CN2CCCN(Cc3cc(C)ccc3C)S2(=O)=O)c(Cl)c1
  i, -2
> COc1ccc(Br)cc1CN1C(=O)c2ccccc2C1C(=O)NC1CCCCCC1 (stereo unspecified)
  -10%, 3
> CCOc1ccc(CCNC(=O)CCCn2c(=O)c3cccn3c3cccnc32)cc1
  -27%, 6
> COc1cccc(CNCCCSc2nnnn2C)c1OC
  i, -11
> Cn1c(=O)c2c(nc(NCCCCO)n2Cc2ccccc2Cl)n(C)c1=O
  i, 5
> COc1cccc(NC(=O)c2ccc3c(=O)n4nc(Nc5ccccc5OC)sc4nc3c2)c1
  -3%, -2
> CCOc1ccc(CCNC(=O)c2cc(Nc3ccc(C)cc3C)nc3ccccc23)cc1OCC
  -58%, -16
> COc1ccccc1-c1noc(-c2ccc(N3CCN(C)CC3)c([N+](=O)[O-])c2)n1
  i, -29
> CCCCN(CC)c1ncnc2c1sc1nc(N3CCOCC3)c3c(c12)CCCC3
  i, -4
> Cc1cc(C)cc(NC(=O)CCCn2c(=O)c3cccn3c3ccccc32)c1
  i, 5
> CCCN(Cc1cccs1)C(=O)Nc1cc(C)cc(C)c1
  -59%[inhibitor], -6
> O=C(c1ccc(C(F)(F)F)cc1)N1CCC(c2noc(-c3ccc(S(=O)(=O)N4CCCC4)cc3)n2)CC1
  -7%, 0
> CCc1nc2nc(C)c(NS(=O)(=O)c3ccc(C(C)(C)C)cc3)c(=O)n2[nH]1
  i, 7
> CCc1ccc(-n2c(=O)c3ccccc3n(CC(=O)NCCc3ccc(OC)c(OC)c3)c2=O)cc1
  -15%, 2
> CCc1nn(CC(=O)NCc2ccc(C)cc2)c(=O)c2cc3occc3n12
  i, -17
> Cc1ccn2c(Nc3ccc4c(c3)OCCO4)c(-c3ccc(Cl)s3)nc2c1
  -14%, -2
> CCCSCCCNC(=O)Cn1c(-c2cccs2)cc2ccccc21
  -43%[inhibitor], 11
> Cc1cc(C(F)F)n2nc(C(=O)Nc3ccc(F)c(Cl)c3)nc2n1
  i, -13
> COc1ccccc1NC(=O)Cn1c(=O)n(-c2cccc(C(C)=O)c2)c(=O)c2c3c(sc21)CN(C(C)=O)CC3
  i, -15
> COc1ccc(OC)c(CNS(=O)(=O)c2ccc(-c3cc(C(F)(F)F)on3)s2)c1
  -39%[inhibitor], 13
> CN(C)c1ccc(CNC(=O)c2ccc(NC(=O)c3nsc4ccccc34)cc2)cc1
  -82%[inhibitor], 3
> COc1ccc(-n2ccn(CC(=O)Nc3ccccc3C(F)(F)F)c(=O)c2=O)cc1OC
  15%, 6
> Cc1ccccc1NC(=O)CSc1nc(-c2ccc(F)cc2)nc2c1Cc1ccccc1O2
  -21%, 3
> COc1cccc2cc(-c3nc4ccc(C)cc4[nH]3)c(=O)oc12
  -32%, -2
> COc1ccc(C(=O)CCC(=O)Nc2ccc(C)c(Cl)c2)cc1
  -20%, -4
> Cc1cccc(-n2c(SCC(=O)Nc3ccc(C)c(C)c3)nc3n[nH]c(C)c3c2=N)c1
  i, -2
> COc1cc(-c2ccno2)ccc1S(=O)(=O)N1CCN(c2ccccc2F)CC1
  -19%, 10

# Entries of single compounds, looked up by structure. Values in the order: PTHR1 agonist | D3 ag
# Results for COc1cccc(NC(=O)c2ccc3c(=O)n4nc(Nc5ccccc5OC)sc4nc3c2)c1 = -3% | -2
# Results for Cc1ccccc1NC(=O)CSc1nc(-c2ccc(F)cc2)nc2c1Cc1ccccc1O2 = -21% | 3
# Results for CCc1nc2nc(C)c(NS(=O)(=O)c3ccc(C(C)(C)C)cc3)c(=O)n2[nH]1 = i | 7
# Results for Cn1c(=O)c2c(nc(NCCCCO)n2Cc2ccccc2Cl)n(C)c1=O = i | 5
# Results for CCCN(Cc1cccs1)C(=O)Nc1cc(C)cc(C)c1 = -59%[inhibitor] | -6

# The listing continues:
# The line under a structure holds: PTHR1 agonist, D3 ag
> Cn1c(=O)n(C)c2cc(CNCc3ccc(F)cc3)ccc21
  i, -21
> COc1cccc(CNC(=O)c2cc(C)nc3c2c(C)nn3-c2ccc(C)cc2)c1
  -19%, 37*
> COc1ccc(C(=O)N2CC(=O)Nc3ccc(C)cc3C2c2ccccc2)cc1OC (stereo unspecified)
  i, 4
> CCSc1ncc(Cl)c(C(=O)Nc2ccc(S(=O)(=O)N3CCCCC3CC)cc2)n1 (stereo unspecified)
  -15%, -17
> Cc1cc(-c2ccc(C)c(S(=O)(=O)NCc3ccc(Cl)cc3)c2)on1
  -41%[inhibitor], -6
> CCN(C(=O)c1cc(S(=O)(=O)N2CCCC2)cn1C)c1ccc(OC)cc1
  i, 2
> COc1ccccc1NC(=O)C(=O)NCC(c1ccc2c(c1)OCO2)N1CCOCC1 (stereo unspecified)
  -22%, 4
> O=C(Cn1ncn2c(cc3sccc32)c1=O)NCCc1ccccc1
  i, 0
> COc1ccccc1NC(=O)Cn1c(C)cc(C)c(C#N)c1=O
  i, 5
> CCOc1cc(-c2nnc(SCC(=O)NC3CCCC3)nc2-c2ccc(OC)c(OCC)c2)ccc1OC
  i, 2
> Cc1cn2c(=O)c(S(=O)(=O)NC(C)c3ccccc3)c(C)nc2s1 (stereo unspecified)
  -23%, 7
> Cc1ccc(Cl)cc1NC(=O)C(=O)NCCc1sc(-c2ccc(F)cc2)nc1C
  0%, 13
> Cc1ccc(SCC(=O)Nc2ccc3oc(-c4ccccc4F)nc3c2)cc1
  -7%, 5
> Cc1ccc2oc(-c3cc(NC(=O)/C=C/c4ccco4)ccc3Cl)nc2c1
  -2%, -4
> COc1cccc(-c2cc(C(F)(F)F)nc(NCc3ccc(F)cc3)n2)c1
  -50%[inhibitor], 1
> COC(=O)c1ccc(C(=O)OC)c(NC(=O)c2cnn3c(C(F)F)cc(-c4ccc(C)cc4)nc23)c1
  i, -10
> O=S(=O)(c1ccc(-c2cnc(C3CC3)o2)cc1)N1CCN(c2ccc(F)cc2)CC1
  -19%, -19
> COc1cccc(CNC(=O)C2CCCN(c3nnc(-n4c(C)ccc4C)s3)C2)c1OC (stereo unspecified)
  i, -19
> COc1ccc(C2NC(=O)N(C)C3=C2C(=O)N(c2ccc(Br)cc2)C3)cc1 (stereo unspecified)
  -35%[inhibitor], 8
> CCc1ccc(C(=O)c2cn(CC(=O)NCc3ccc(C)cc3)c3nc(C)ccc3c2=O)cc1
  -18%, 2
> CCn1cc(S(=O)(=O)c2cc(C)cc(C)c2)c(=O)c2cc(F)c(N3CCC(C)CC3)cc21
  -16%, -2
> Cc1cc(C)cc(NC(=O)CCCN2C(=O)COc3ccc(C)cc32)c1
  -70%[inhibitor], 2
> CNC(=O)c1c(NC(=O)/C=C/c2ccccc2Cl)sc2c1CCC2
  -17%, 5
> CN1CCc2c(sc(NC(=O)CSc3ccc(F)cc3)c2-c2nc3ccccc3s2)C1
  5%, -21
> CCOC(=O)C1CCN(C(c2ccc(F)cc2)c2sc3nc(-c4ccco4)nn3c2O)CC1 (stereo unspecified)
  i, 3
> Cc1ccc(C)c(N2CCN(C(=O)c3cc4c(=O)n(Cc5cccnc5)ccc4nc3C)CC2)c1
  -14%, -11
> CCc1nnc(NC(=O)CSc2nccn2Cc2ccccc2)s1
  -9%, -2
> Cn1cc(S(=O)(=O)c2cccc(Cl)c2)c(=O)c2cc(F)c(N3CCN(c4ccc(F)cc4)CC3)cc21
  20%, 26
> COc1ccc(Cn2cc(S(=O)(=O)c3ccc(Cl)cc3)c(=O)c3cc4c(cc32)OCO4)cc1
  i, 5
> COc1ccccc1NC(=O)c1sc2nc3c(c(C(F)(F)F)c2c1N)CN(C(C)=O)CC3
  i, 1
> O=C1CC(c2nnc(Cc3c(F)cccc3Cl)o2)CN1c1ccccc1 (stereo unspecified)
  -19%, 6
> CCc1ccc(CN(C(=O)c2ccc(OC)cc2)C2CCS(=O)(=O)C2)cc1 (stereo unspecified)
  -24%, -4
> CSCCC(NS(=O)(=O)c1ccc2c(c1)oc(=O)n2C)C(=O)N1CCN(c2cccc(Cl)c2)CC1 (stereo unspecified)
  i, -13
> CCCCNC(=O)CCCN1C(=O)c2ccccc2Sc2ncccc21
  i, 12
> COc1ccc2cc3c(N)nn(C(=O)c4ccc(F)cc4Cl)c3nc2c1
  -28%, 4
> COc1cccc(CCNC(=O)Cn2c(-c3cccs3)cc3ccccc32)c1
  5%, -1
> CCc1ccc(-n2c(=O)c3cccnc3n2CC(=O)NCc2ccc(F)cc2)cc1
  i, 1
> COCCNC(=O)c1ccc(-c2nc(CS(=O)(=O)c3ccccc3)c(C)o2)cc1
  i, -3
> CCOc1ccc(CNC(=O)c2cnc3sc(N4CCOCC4)nn3c2=O)cc1
  -12%, 6
> COc1ccc(C(=O)Nc2ccc(-c3nc4ccccc4s3)cc2C)cc1Cl
  i, 8
> Cc1ccc(Cc2nc3ccccc3nc2SCC(=O)N2CCCCC2C)cc1 (stereo unspecified)
  -35%[inhibitor], 3
> COc1ccc(-c2noc(CCC(=O)N(C)c3ccccc3C)n2)cc1
  -19%, 7
> O=c1c(-c2cc(-c3ccc(F)cc3)nc3c2COc2ccc(Cl)cc2-3)coc2ccc(F)cc12
  i, -6
> CCOC(=O)N1CCC(NC(=O)c2ccc3c(c2)N(Cc2ccc(Cl)cc2)C(=O)c2ccccc2S3(=O)=O)CC1
  -64%, -2
> Cc1ccc(CNc2c(C)c(C)nc3nncn23)cc1
  -3%, -1

# Exported as comma-separated lines: five of the compounds above
Structure,PTHR1 agonist,D3 ag
COc1cccc(CCNC(=O)Cn2c(-c3cccs3)cc3ccccc32)c1,5%,-1
CCCCNC(=O)CCCN1C(=O)c2ccccc2Sc2ncccc21,i,12
Cc1ccc(CNc2c(C)c(C)nc3nncn23)cc1,-3%,-1
CCOC(=O)N1CCC(NC(=O)c2ccc3c(c2)N(Cc2ccc(Cl)cc2)C(=O)c2ccccc2S3(=O)=O)CC1,-64%,-2
O=c1c(-c2cc(-c3ccc(F)cc3)nc3c2COc2ccc(Cl)cc2-3)coc2ccc(F)cc12,i,-6

# Following part:
# The line under a structure holds: PTHR1 agonist, D3 ag
> Cc1nnc2c3ccccc3nc(Nc3ccc(F)cc3Cl)n12
  -20%, 3
> COc1cc(Cl)c(NC(=O)CN(C)S(=O)(=O)c2ccc3[nH]c4c(c3c2)CCCC4)c(OC)c1
  -14%, 6
> COCCn1c(=NC(=O)c2ccc3c(c2)OCCO3)sc2cc(NC(C)=O)ccc21
  -5%, 3
> Cc1cccc(-c2nnc(SCC(=O)N3CCCCC3)o2)c1
  -40%[inhibitor], 6
> Cc1c(C(=O)Nc2cc(F)ccc2F)sc2nc(-c3ccc(F)cc3)cn12
  23%, -1
> COc1cccc2c1cc1c(=O)n(CC(=O)NCc3ccco3)nc(C)n12
  i, 4
> CCN(C(=O)c1cc2c(=O)oc3ccc(C)cc3c2s1)c1cc(OC)ccc1OC
  -10%, 1
> COc1ccc(CNC(=O)c2cnc(N3CCOCC3)c3ccccc23)cc1
  -40%[inhibitor], 3
> O=C(Cn1c(=O)nc(-c2ccccc2)c2ccccc21)Nc1ccc(Cl)c(C(F)(F)F)c1
  i, 6
> O=C(Nc1nnc(-c2cc(Cl)ccc2Cl)o1)c1ccc2c(c1)OCCO2
  -4%, 1
> Cc1ccc(N2CC(NC(=O)c3ccco3)CC2=O)cc1C (stereo unspecified)
  12%, 6
> COc1ccccc1-n1nc(-c2ccccc2)c2cnc3c(F)cc(F)cc3c21
  ?, -5
> c1ccc(OCCn2c(COc3ccccc3)nc3ccccc32)cc1
  -46%[inhibitor], 3
> Cc1cccc(Cn2c(SCc3ccc(C(=O)NCc4ccccc4)cc3)nc3cccnc32)c1
  -5%, -29
> Cc1ccc(C)c(N2CCN(c3nc4ccc(Cl)cc4n4cnnc34)CC2)c1
  ?, 1
> Cc1nc2ccn(Cc3ccccc3)c(=O)c2cc1C(=O)NCc1ccccc1F
  i, -7
> Cc1ccc2oc(C(=O)Nc3cccc(-c4nc5ccccc5s4)c3)c(C)c2c1
  -31%[inhibitor], -4
> Fc1ccc(-n2cc(-c3ccccc3)c3c(NCCc4ccccc4)ncnc32)cc1
  -20%, 21
> CCOC(=O)C1CCN(C(=O)c2ccccc2NC(=O)c2nsc3ccccc23)CC1
  27%, -13
> CCOC(=O)c1cccc(NC(=O)c2cc3cc4ccc(C)cc4nc3s2)c1
  -16%, 3
> COc1cccc(CNS(=O)(=O)c2ccc3c(c2)CCN3C(=O)C2CCC2)c1
  -2%, 2
> CCC(C)NC(=O)c1ccc2c(c1)N(Cc1ccccc1F)C(=O)c1ccccc1S2=O (stereo unspecified)
  -96%[inhibitor], -2
> CCC(C)NS(=O)(=O)c1ccc(N2CCCCS2(=O)=O)cc1 (stereo unspecified)
  -51%[inhibitor], -8
> Cc1cccc(NC(=O)Cn2c(=O)oc3cc(S(=O)(=O)NCc4ccccc4)ccc32)c1
  -22%, 3
> Cn1nc(-c2ccccc2)c(-c2ccccc2)c(C(=O)Nc2ccccc2C(N)=O)c1=O
  -16%, -1

# Compound activity as filed in PubChem BioAssay.

# These rows are one share of the data. The share of hits here may be higher or lower than overall.
